rCAG binder: binders of r(CAG) RNA repeats, primary screen, biochemical, fluorescence; r(CAG) RNA repeat, TO-PRO-1 dye displacement fluorescence; inhibition, % at 3 µM; 370,000 tested, 1.3% active; AID 651821, 2012;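 active = inhibition above the plate cutoff, the mean of all test compounds on that plate plus 3 SD, cut at about 35% in these data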;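 also: 0% = DMSO alone and 100% = 100 µM mitoxantrone as full dye displacement; higher means more dye released from RNA so lower well fluorescence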
LEDGF integ inh: blockers of LEDGF/p75-dependent integrase strand transfer – biochemical, TR-FRET, high throughput, primary screen | TR-FRET IN-LEDGF/p75 DNA integration, Eu/Cy5 | inhibition, % at 3.7 µM | 370,000 tested, 0.64% active | AID 743269, 2014;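 active = inhibition above the screen-wide mean plus 3 SD, cut at about 13% in these data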;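 also: signal is the Cy5 over europium emission ratio at 671 and 618 nm; 0% = plate median of compound wells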
NR1D1 modulator: modulators of Rev-erb alpha DNA binding, primary screen, biochemical, FITC-DNA, fluorescence polarization, uHTS. Nuclear receptor subfamily 1 group D member 1 (Homo sapiens), P20393. activity, % at 10 µM. Rev-erbα–FITC-DNA binding, 90 min. 370,000 tested, 0.79% active;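 active = activity above about 14%, limit read from the data; passing the limit was not always enough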;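 also: 0% = DMSO wells with 35 nM protein and 100% = DMSO wells with 750 nM protein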
TCR-CD3 inh: inhibitors of human TCR-CD3 interaction, primary screen, biochemical, fluorescence, TAMRA-labeled TCR probe; 360,000 tested, 0.37% active; inhibition, % at 9.4 µM; in the data active = inhibition above about 19%;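 also: recombinant mutant TCR 2C K166C tagged with TAMRA read by polarization; 0% = receptor in buffer alone and 100% = receptor with positive control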
PG9 Ab binder: binders of HIV-1 gp120 antibody PG9, primary screen, biochemical, TR-FRET | TR-FRET gp120-PG9 antibody binding | inhibition, % at 6.7 µM | 360,000 tested, 0.43% active; in the data active = inhibition above about 8.5%
UHRF1 binding: UHRF1 methylated DNA binding inhibitors, primary screen, counter-screen for MBD2 inhibitor project, biochemical, TR-FRET, human UHRF1, single concentration | UHRF1 binding to methylated oligo | inhibition, % at 4.4 µM | 370,000 tested, 0.75% active; in the data active = inhibition above about 21%;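 also: UHRF1 SRA domain binding a hemimethylated CpG hairpin DNA probe; 0% = median of test compound wells and 100% = reference inhibitor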
PRMT1 FP inh: PRMT1 methyltransferase inhibitors, primary screen, biochemical, fluorescence polarization | 370,000 tested, 1.3% active | AID 652257, 2013 | recombinant PRMT1, activity-based probe fluorescence polarization | inhibition, % at 2.79 µM;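 active = inhibition above about 21% made by adding two undisclosed values, limit read from the data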
HTRA1 inh: HTRA1 serine protease inhibitors, primary screen, biochemical, fluorescence polarization, HTS. recombinant HTRA1, FP-rhodamine activity-based probe. 340,000 tested, 0.5% active. AID 504803, 2011. inhibition, % at 5.96 µM; in the data active = inhibition above about 36%;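 also: 0% = enzyme with DMSO and 100% = wells lacking enzyme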
ABHD4 inh: ABHD4 inhibitors, primary screen, biochemical, fluorescence polarization, mouse. (Lyso)-N-acylphosphatidylethanolamine lipase (Mus musculus), Q8VD66. inhibition, % at 8.92 µM. 370,000 tested, 0.54% active. purified mABHD4, FP-Rh probe fluorescence polarization;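 active = inhibition exceeding the mean over every tested compound plus 3 SD, cut at about 30% in these data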;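 also: 0% = plate median of compound wells and 100% = S159A mutant with DMSO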
Target sequence (Q8VD66 whole entry, looked up): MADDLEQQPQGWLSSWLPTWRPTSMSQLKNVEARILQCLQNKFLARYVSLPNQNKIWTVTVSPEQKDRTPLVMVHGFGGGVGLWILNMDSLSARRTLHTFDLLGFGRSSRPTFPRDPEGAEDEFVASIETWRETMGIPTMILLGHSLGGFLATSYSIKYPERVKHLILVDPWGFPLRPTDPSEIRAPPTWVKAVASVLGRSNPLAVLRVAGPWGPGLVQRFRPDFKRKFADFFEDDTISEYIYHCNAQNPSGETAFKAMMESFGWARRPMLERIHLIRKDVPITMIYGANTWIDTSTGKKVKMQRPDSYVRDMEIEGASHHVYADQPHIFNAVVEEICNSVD
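Doses – 8.92 µM, single dose · Material – wild-type mouse ABHD4 protein · Replication – single well per compound (singlicate) · Measure – percent inhibition of probe binding, normalized to plate controls · Schedule – 45 min compound pre-incubation plus 60 min probe step, 25 °C · Detection – fluorescence polarization with parallel and perpendicular emission, 525/598 nm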
MBD2 DNA inh: inhibitors of MBD2 binding to methylated DNA, primary screen, biochemical, TR-FRET, DNA-binding domain, human. MBD2 binding to methylated oligonucleotide. inhibition, % at 4.4 µM. 370,000 tested, 0.31% active. Methyl-CpG-binding domain protein 2 (Homo sapiens), Q9UBB5; in the data active = inhibition above about 13%
Target sequence (Q9UBB5 whole entry, looked up, the tested form may be a part): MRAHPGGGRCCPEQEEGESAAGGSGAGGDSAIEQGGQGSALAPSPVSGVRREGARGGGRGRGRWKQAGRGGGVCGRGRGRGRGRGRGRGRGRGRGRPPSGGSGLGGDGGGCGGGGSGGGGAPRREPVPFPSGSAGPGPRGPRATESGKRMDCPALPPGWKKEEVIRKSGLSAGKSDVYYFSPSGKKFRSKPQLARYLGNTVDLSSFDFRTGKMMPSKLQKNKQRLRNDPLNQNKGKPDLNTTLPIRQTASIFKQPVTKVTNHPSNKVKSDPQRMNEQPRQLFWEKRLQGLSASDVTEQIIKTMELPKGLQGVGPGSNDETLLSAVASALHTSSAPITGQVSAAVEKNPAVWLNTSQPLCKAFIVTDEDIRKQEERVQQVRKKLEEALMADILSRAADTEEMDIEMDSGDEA
The depositor's hits bear a star; . = no result given.

no.	SMILES	rCAG binder	LEDGF integ inh	NR1D1 modulator	TCR-CD3 inh	PG9 Ab binder
1	COc1ccc(/C=N/NC(=O)c2ccccc2F)cc1CN1CCN(c2ccc(F)cc2)CC1	-6	-3	-1	9	0.6
2	C#CCNC(=O)C1CCN(c2cc(C)nc(-c3ccccc3)n2)CC1	-2	1	-2	-3	-0.1
3	CC(C)(C)NC(=O)COC(=O)c1ccc(NC(=O)CC#N)cc1	4	-2	-3	-3	1.2
4	COc1ccc(N(CC(=O)N2CCN(Cc3ccccc3)CC2)S(C)(=O)=O)cc1OC	-7	-5	-7	-7	-0.2
5	O=C(NCCCN1CCOCC1)c1ccc2c(c1)N(Cc1ccccc1)C(=O)c1ccccc1S2	-5	-3	0	-2	0.7
6	NNC(=O)c1ccc(OCC2CC(c3ccc(Cl)cc3)=NO2)cc1 (stereo not drawn)	6	1	5	-11	-0.8
7	COc1ccc(S(=O)(=O)N2CCC(c3cc(-c4cccc5ccccc45)n[nH]3)CC2)cc1	6	-3	0	9	-0.1
8	O=C(C1CC1)N1CCN=C1SCc1ccc(F)cc1	1	1	10	13	2.4
9	Nc1nc2ncc(-c3ccsc3)c(N)n2n1	1	0	2	-5	-2.1
10	CCOC(=O)c1ccn(-c2nc(-c3ccco3)cc(C(F)(F)F)n2)n1	2	-1	-2	0	0.3
11	Cc1cc(C)c(-c2c(O)c3cccnc3n(C)c2=O)c(C)c1	-3	-1	6	-6	2.3
12	COc1cc2c3c(c1)c(C1=NC(=S)NC1=O)c(O)n3C(C)(C)C=C2C	7	1	-6	5	-1.7
13	C#CCNC(=O)C1=C[C@@H](c2ccc(C#C)cc2)C[C@@H](OCc2ccc(CO)cc2)O1	15	-1	-1	4	1.1
14	Cc1onc(-c2ccccc2)c1C(=O)NCCN1CCOCC1	1	3	-1	-1	-0.7
15	C=CCOC(=O)c1ccc(N2CCN(c3ccccc3)CC2)nc1	-6	6	2	4	-1.7

no.	UHRF1 binding	PRMT1 FP inh	HTRA1 inh	ABHD4 inh	MBD2 DNA inh
1	-2	-2	-8	1	-5
2	3	1	3	0	4
3	0	2	6	-4	-4
4	0	1	5	5	1
5	1	-1	0	-3	-1
6	2	5	1	-6	-5
7	-1	-1	-52	-26	-8
8	3	-2	-1	0	1
9	2	4	-1	-1	2
10	1	3	-3	2	2
11	29*	1	.	-7	-4
12	-2	-1	8	14	-6
13	6	6	-36	-20	6
14	1	3	5	3	-4
15	3	2	-2	-3	3

Sorted by SMILES length (largest number first): 5 of the compounds above.
no.	SMILES	rCAG binder	LEDGF integ inh	NR1D1 modulator	TCR-CD3 inh	PG9 Ab binder
13	C#CCNC(=O)C1=C[C@@H](c2ccc(C#C)cc2)C[C@@H](OCc2ccc(CO)cc2)O1	15	-1	-1	4	1.1
1	COc1ccc(/C=N/NC(=O)c2ccccc2F)cc1CN1CCN(c2ccc(F)cc2)CC1	-6	-3	-1	9	0.6
2	C#CCNC(=O)C1CCN(c2cc(C)nc(-c3ccccc3)n2)CC1	-2	1	-2	-3	-0.1
11	Cc1cc(C)c(-c2c(O)c3cccnc3n(C)c2=O)c(C)c1	-3	-1	6	-6	2.3
9	Nc1nc2ncc(-c3ccsc3)c(N)n2n1	1	0	2	-5	-2.1

no.	UHRF1 binding	PRMT1 FP inh	HTRA1 inh	ABHD4 inh	MBD2 DNA inh
13	6	6	-36	-20	6
1	-2	-2	-8	1	-5
2	3	1	3	0	4
11	29*	1	.	-7	-4
9	2	4	-1	-1	2

(more compounds)
no.	SMILES	rCAG binder	LEDGF integ inh	NR1D1 modulator	TCR-CD3 inh	PG9 Ab binder
16	O=S(=O)(c1c(F)cccc1F)N(CCc1ccc(F)cc1)C[C@@H](O)COCc1ccccc1	4	3	6	-10	1.4
17	CCOC(=O)C1=C(C)NC(SC(C)=O)=NC1c1ccc(OC(C)=O)c(OC)c1 (stereo not drawn)	2	1	6	3	-3.5
18	CCc1cc(C(=O)NNC(=S)Nc2cc(C)ccc2C)cs1	4	0	-1	-3	0.1
19	C[C@H](O)[C@@H]1C(=O)N2CCc3c([nH]c4ccccc34)[C@@H]2C[C@@H]1N(C)C(=O)Nc1cc(Cl)cc(Cl)c1	10	-5	2	0	-0.1
20	Cc1ccccc1NC(=O)c1ccc(-n2cncn2)nc1	-2	0	0	-5	-0.1
21	Nc1cc(Cl)ccc1Oc1ccccc1	-2	36*	1	8	-0.7
22	O=C(Oc1cc(Cl)cc(Cl)c1)c1cnc2n(c1=O)CCS2	-1	2	-3	1	-1.4
23	COc1ccccc1CNS(=O)(=O)c1ccc(N2CCCC2)cc1Br	2	-2	0	-7	-0.1
24	Cc1sc(NC(=O)CN2C(=O)NC3(CCCC3)C2=O)nc1-c1ccc(F)cc1	-4	-1	-2	1	0.6
25	CC(C)CCNC(=O)C1CC(=O)N(CCc2ccccc2)C1 (stereo not drawn)	-4	5	2	0	-2.0
26	Cc1ccc(S(=O)(=O)NCCC(=O)Nc2cc(S(=O)(=O)N(C)C)ccc2C)cc1C	1	-1	7	-1	-1.6
27	CC1CN(C2CCN(C(=O)c3ccccc3Cl)CC2)CC(C)O1 (stereo not drawn)	-3	1	-7	1	-0.3
28	CC(=O)Nc1c(C(=O)O)oc2ccc(Cl)cc12	1	-2	1	3	1.5
29	CN1CCC(N(CCc2ccccc2)C(=O)CCC(=O)O)CC1	-2	1	0	-3	-2.9
30	CC(=O)N1CCN(C(=O)c2cc(S(=O)(=O)N(C)Cc3ccccc3)ccc2Cl)CC1	-3	0	-3	-5	-0.9

no.	UHRF1 binding	PRMT1 FP inh	HTRA1 inh	ABHD4 inh	MBD2 DNA inh
16	0	-2	-36	-38	-3
17	-2	-3	-1	0	-4
18	1	0	-9	7	-1
19	-2	1	-40	-12	1
20	-2	0	1	4	-1
21	-2	-1	0	1	3
22	-1	-3	-2	-2	2
23	7	3	-24	-3	5
24	-1	5	-7	0	-3
25	14	-2	7	-2	-1
26	2	-4	1	4	1
27	0	0	-8	12	-6
28	-4	1	-6	5	4
29	-1	-5	12	-7	1
30	0	-2	-6	-3	0

no.	SMILES	rCAG binder	LEDGF integ inh	NR1D1 modulator	TCR-CD3 inh	PG9 Ab binder
31	CC(C)NC(=O)Nc1ccc2c(c1)C(=O)N([C@H](C)CO)C[C@H](C)[C@@H](CN(C)C(=O)NC(C)C)O2	-3	-2	1	-5	-0.1
32	CCCCCC(=O)N(Cc1ccccc1)c1c(N)n(CCOC)c(=O)[nH]c1=O	-2	-3	-5	3	-1.4
33	COc1cc(OC)c2c(-c3cccc(-c4ccc(OC)c(OC)c4)c3)cc(=O)oc2c1	4	2	6	6	-2.5
34	Cc1ccc(C(=O)NCCCc2ccccc2)c(Cl)c1	-4	4	-3	0	-1.9
35	O=[N+]([O-])c1ccc(N/N=C/c2ccc[nH]2)cc1	15	-1	7	-17	-13
36	O=C(c1ccco1)N1CCN(S(=O)(=O)c2cc(Cl)ccc2Cl)CC1	-4	-1	4	3	0.9
37	Cc1ccc(-c2cc(C(=O)NN=Cc3sccc3C)[nH]n2)cc1C	13	-5	-13	.	.
38	CC1CC(O)C2C3(C)CCCC2(COC3=O)C12CCC1(CCOC1=O)O2 (stereo not drawn)	0	-1	3	-2	-1.9
39	O=C(NCC(F)(F)F)c1nn(Cc2ccccc2)c(=O)c2ccccc12	0	4	-2	6	-3.4
40	COc1ccc(S(=O)(=O)N(C)CC(=O)NCc2ccco2)cc1Cl	-2	3	-8	-4	0.9
41	Cc1ccc(-c2nc(CSCC(=O)N3CCOCC3)c(C)o2)cc1	-4	-1	1	11	-0.5
42	O=C(C1CCCO1)N1CCN(C(=S)Nc2ccccc2F)CC1 (stereo not drawn)	-2	4	-1	2	0.5
43	CSCC[C@H](NC(=O)NCCc1ccc(F)cc1)C(=O)O	0	0	4	7	0.6
44	CC(=O)Nc1nnc(SCC(=O)NC2CCCC2)s1	3	-1	6	-9	-4.0
45	O=C(CN1c2ccccc2Sc2ccccc21)N/N=C/c1ccccc1	4	-2	9	-7	-2.5

no.	UHRF1 binding	PRMT1 FP inh	HTRA1 inh	ABHD4 inh	MBD2 DNA inh
31	4	0	-2	8	-5
32	0	-1	4	-3	0
33	-1	2	1	-5	1
34	-1	2	-4	-8	-1
35	-13	6	45*	-13	-10
36	0	-4	2	3	1
37	-1	1	.	-33	0
38	-1	-2	.	0	-1
39	-1	0	2	-5	-1
40	3	-3	-3	-1	1
41	0	0	5	-4	-1
42	1	-1	2	-2	-1
43	-2	0	1	0	-2
44	-1	-5	3	-2	4
45	1	-6	3	4	2

no.	SMILES	rCAG binder	LEDGF integ inh	NR1D1 modulator	TCR-CD3 inh	PG9 Ab binder
46	N#CCC(=O)Nc1ccc(C(=O)OCC(=O)N2CCCC2=O)cc1	18	0	-11	-9	0.5
47	O=C(CSc1nc2ccccc2s1)Nc1cc(S(=O)(=O)N2CCOCC2)ccc1Cl	8	0	0	-2	-1.3
48	O=C(CNC(=O)c1ccc2ccccc2c1)Nc1ncccc1O	3	4	3	-7	-1.5
49	O=[N+]([O-])c1ccc(N2CCN(S(=O)(=O)c3ccccc3)CC2)cc1N1CCc2ccccc2C1	4	0	0	1	1.7
50	COC(=O)[C@]12C[C@H](CC(=O)NCCC(C)C)C(=O)N(Cc3cccc4ccccc34)C1=C[C@H](C(C)C)O[C@@H]2C1CC1	0	-2	-1	.	.
51	CCCCCn1c(C(Cc2ccccc2)NC(C)=O)nc2ccccc21 (stereo not drawn)	0	2	3	-6	-0.9
52	COc1ccc(Cl)cc1C(=O)OCC(=O)NC(=O)c1cccn1C	-2	-2	-2	2	-0.7
53	CC(C)c1ccccc1NC(=S)NCc1ccncc1	0	3	-1	5	0.8
54	Cc1ccc2nc(CN(C)C(=O)[C@H](CCc3ccccc3)NC(=O)[C@H]3O[C@@H](n4cnc5c(N)ncnc54)[C@H](O)[C@@H]3O)[nH]c2c1	2	1	0	8	0.4
55	COc1ccc(/C=C/C(=O)Nn2cnnc2)cc1	-1	-1	3	5	-1.5

no.	UHRF1 binding	PRMT1 FP inh	HTRA1 inh	ABHD4 inh	MBD2 DNA inh
46	-1	-1	2	7	1
47	2	1	-16	-10	0
48	-9	8	13	-6	-2
49	0	4	-6	14	10
50	-3	2	.	-5	-4
51	-2	-1	-1	1	2
52	0	0	-2	-2	-6
53	3	1	3	3	-2
54	1	-2	.	-6	-4
55	0	0	1	-1	4

LEDGF integ inh, what is marked active above
cpd	Compound	LEDGF integ inh	NR1D1 modulator	TCR-CD3 inh	PG9 Ab binder	PRMT1 FP inh	HTRA1 inh	MBD2 DNA inh
21	Nc1cc(Cl)ccc1Oc1ccccc1	36*	1	8	-0.7	-1	0	3

Assay outcomes deposited in PubChem by several laboratories.

This is a subset; count on the stated rates, not on these rows.
